# KCNQ2 inh – KCNQ2 potassium channel inhibitors, primary screen, cell-based, CHO-K1, FluxOR thallium flux, B-score (AID 2156); O88943; 20 min; stronger effect = lower value; B-score at 10 µM; 1.1% of 310,000 active;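 active means fluorescence ratio B-score at most minus 3 library SDs, with starting brightness B-score within 2 library SDs, cut at about -5.5 in these data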
# Target sequence (O88943 whole entry, looked up): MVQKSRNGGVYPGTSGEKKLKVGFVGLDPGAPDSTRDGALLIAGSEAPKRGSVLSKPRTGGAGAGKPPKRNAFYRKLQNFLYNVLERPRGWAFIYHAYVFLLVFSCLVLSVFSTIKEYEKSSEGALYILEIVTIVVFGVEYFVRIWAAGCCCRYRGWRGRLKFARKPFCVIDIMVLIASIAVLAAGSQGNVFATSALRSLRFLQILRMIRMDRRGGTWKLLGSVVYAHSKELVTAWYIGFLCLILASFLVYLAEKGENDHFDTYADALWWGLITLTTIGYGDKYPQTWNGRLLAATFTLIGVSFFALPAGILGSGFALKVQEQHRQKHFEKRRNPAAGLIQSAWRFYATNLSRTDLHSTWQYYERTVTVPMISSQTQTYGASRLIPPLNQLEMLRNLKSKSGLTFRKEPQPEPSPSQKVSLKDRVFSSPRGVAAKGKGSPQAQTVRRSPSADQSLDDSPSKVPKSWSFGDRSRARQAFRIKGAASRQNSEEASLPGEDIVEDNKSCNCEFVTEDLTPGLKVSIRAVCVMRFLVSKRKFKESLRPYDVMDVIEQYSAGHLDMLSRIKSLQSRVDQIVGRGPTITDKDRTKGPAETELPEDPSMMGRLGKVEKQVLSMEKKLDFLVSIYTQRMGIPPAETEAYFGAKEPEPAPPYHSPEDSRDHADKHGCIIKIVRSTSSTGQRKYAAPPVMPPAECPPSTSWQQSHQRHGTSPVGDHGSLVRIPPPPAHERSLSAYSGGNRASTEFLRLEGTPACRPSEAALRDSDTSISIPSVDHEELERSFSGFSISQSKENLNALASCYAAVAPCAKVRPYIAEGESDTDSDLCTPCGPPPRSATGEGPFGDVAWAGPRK
# Kir21 block – inhibitors of mouse Kir2.1 inward-rectifier potassium channel; P35561; HEK293-Kir2.1, FluxOR thallium flux fluorescence; stronger effect = lower value; B-score at 10 µM; 0.85% of 310,000 active;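 active means fluorescence ratio B-score at or below minus 3 SD of library scores, with starting-brightness B-score within 2 SD, cut at about -4.2 in these data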;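 further: channel flux triggered by added potassium and thallium sulfate stimulus; B-score of peak minus minimum fluorescence over baseline after thallium stimulus; more negative B-score means stronger Kir2.1 block with less thallium influx; some compounds called inactive have numbers as strong as hits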
# * = called active by the depositor; i = inactive.
smiles | KCNQ2 inh | Kir21 block
O=[N+]([O-])c1ccc(N2CCN(Cc3ccccc3)CC2)s1 | i | -0.78
CC(C)(C)C1(O)CC(C(F)(F)F)=NN1C(=O)CCc1ccccc1 (stereo unspecified) | i | -2.71
CSc1nc2ccc3nc(NC(=O)c4ccccc4)sc3c2s1 | i | 0.01
Fc1ccccc1CNc1cc(Cl)cc(Cl)c1 | i | -0.01
COc1cc(OC)c(S(=O)(=O)Nc2ccccc2NC(=O)CN2CCOCC2)cc1NC(C)=O | i | 1.13
NC(=O)c1cnn(Cc2ccc(Cl)cc2)c1N | i | 0.24
O=c1cc(-c2ccccc2)oc2cc(OCc3ccccc3)cc(O)c12 | i | -0.76
COc1ccc(C2Nc3cccc4cccc(c34)N2)cc1Br | i | 1.34
COc1ccc2cc(CCNC(=O)CCc3ccccc3)c(=O)[nH]c2c1 | i | 0.02
COc1ccc(CCN2C(=O)C(O)=C(C(C)=O)C2c2ccccc2OC)cc1OC (stereo unspecified) | i | 0.67
CSCCC1NC(=O)N(CC(=O)Nc2c(Cl)cc(Cl)cc2Cl)C1=O (stereo unspecified) | i | 0.01
COc1ccc(OCCOc2ccc(C)nc2[N+](=O)[O-])cc1 | i | 1.36
O=C(CCN1C(=O)/C(=C/c2ccccc2F)SC1=S)NC1C=CS(=O)(=O)C1 (stereo unspecified) | i | 0.99
CC(C)NS(=O)(=O)c1ccc(NC(=O)C2CCCCC2)cc1 | i | 0.2
COc1cc(/C=C2/SC(=S)N(Cc3ccccc3)C2=O)ccc1OCC(=O)O | i | 0.69
CCN(C(=O)C1CC1)C1CCS(=O)(=O)C1 (stereo unspecified) | i | 0.23
COc1ccc(NC(=O)C(=O)NCCCO)cc1Cl | i | -0.86
COc1ccccc1N(C)S(=O)(=O)c1ccc(C(=O)OCC(=O)N(C(C)C)C(C)C)cc1 | i | 0.45
O=C1C2=C(NC(=S)NC2c2ccc(Cl)cc2)NC(c2ccc(Cl)cc2)N1c1ccc(Cl)cc1 (stereo unspecified) | i | 1.69
Cc1cccc(NC(=O)c2cccc(N3C(=O)C4CCC(C)CC4C3=O)c2)c1C (stereo unspecified) | i | 0.99
O=C(OCCOCCN=C1NS(=O)(=O)c2ccccc21)c1ccc(F)cc1 | i | -1.82
CCOCCOC(=O)COc1ccc(N2C(=O)c3ccccc3C2=O)cc1 | i | -1.77
COc1cc(C(=O)NCC(=O)NCC2COc3ccccc3O2)cc(OC)c1OC (stereo unspecified) | i | 0.75
COCCNC(=S)N/N=C(\C)c1ccc(OC(F)F)cc1 | i | 0.02
CCOC(=O)c1ccc(NC(=O)c2ccc[n+]([O-])c2)cc1 | i | -1.8
COC(=O)C1CCN(C(=O)Cc2c(OC)ccc3cc(Br)ccc23)CC1 | i | -0.86
COc1ccc(CCNC(=O)c2ccc3c(c2)SC2=NS(=O)(=O)CCN23)cc1 | i | -0.05
COc1ccc(NC(=O)C2CCN(C(=O)Cc3ccccc3)CC2)cc1OC | i | 1.53
Cc1ccc(-c2csc(/C(C#N)=C(\O)CN3CCN(C(=O)c4ccco4)CC3)n2)cc1 | i | -0.63
Cc1ccc(CNC(=O)C2CCC(=O)N(Cc3ccc(Cl)cc3)C2)cc1F (stereo unspecified) | i | 0.44
COc1ccc(NC(=O)C(=O)NNC(=O)c2cccs2)cc1 | i | -1.63
C(=N\Nc1nc(N2CCCCCC2)nc(N2CCCCCC2)n1)/c1ccccc1 | -5.8* | -0.12
O=C(CNC1CCCC1)Nc1ccc(N2CCCCCC2)cc1 | i | -0.37
CCn1c(SCC(=O)Nc2ccc(S(N)(=O)=O)cc2)nnc1-c1cccc(OC)c1 | i | -0.13
O=C1Nc2ccc(S(=O)(=O)NCCC3=CCCCC3)c3cccc1c23 | i | -0.12
Cc1cccc(C(=O)OC(C)CN2CCN(C)CC2)c1 (stereo unspecified) | i | -0.57
O=C(COC(=O)c1ccc(S(=O)(=O)N2CCc3ccccc3C2)cc1)NC(=O)NCc1ccco1 | i | -0.37
S=c1[nH]nc(CSc2nc3ccccc3s2)n1C1CCCCC1 | i | -2.62
COc1ccc(NC(=O)NNS(=O)(=O)c2ccc(Br)cc2)cc1 | i | -1.52
CCN(CC)c1ccc(S(=O)(=O)N2CCOCC2)cc1NC(=O)CN1C(=O)NC2(CCC(C)CC2)C1=O (stereo unspecified) | i | 0.55
CCCCCCn1c(SCC(=O)Nc2cc(C)on2)nc2ccccc2c1=O | i | 0.08
O=C1CC(SCc2nc3ccccc3[nH]2)C(=O)N1c1ccc(Cl)cc1 (stereo unspecified) | i | -1.79
CC1=NN(/C(=N\c2nnc(C)s2)Nc2ccc(C(C)(C)C)cc2)[C@H](c2ccc(C)cc2)S1 | i | 0.82
CCc1noc(C)c1C(=O)OCC(=O)N(CCOC)c1c(N)n(Cc2ccccc2)c(=O)[nH]c1=O | i | 1.79
FC(F)(F)c1ccnc(NCc2ccc(Cl)cc2)n1 | i | -0.03
N#C/C(=C\c1ccncc1)c1nc2ccccc2o1 | i | -0.43
CCCC1C2C(=O)N(c3ccc(OC)cc3)C(=O)C2ON1c1ccccc1 (stereo unspecified) | i | 0.44
COc1ccc(/C(O)=C/C(=O)C(=O)NNC(=O)c2ccccc2)cc1 | i | -0.97
O=C1CCc2cc(S(=O)(=O)Nc3ccccc3)cc3c2N1CC3 | i | 0.19
CCOC(=O)C1(Cc2ccccc2C)CCCN(C(=O)CCn2nccc2C)C1 (stereo unspecified) | i | -0.04
COc1cccc(NC(=O)CN(C)C(=O)Cn2cnc3ccccc3c2=O)c1 | i | 1.48
CN1CCC(N(C)C(=S)NC(=O)C23CC4CC(CC(C4)C2)C3)CC1 | i | 0.68
CC(=O)N1CCCc2cc(S(=O)(=O)N3CCCC(C(=O)NCc4ccccc4)C3)ccc21 (stereo unspecified) | i | -1.95
CC(C(=O)Nc1ccccn1)(c1ccccc1)c1ccccc1 | i | -1.28
CCc1ccc(NC(=O)CSc2nc(=O)n(CCCN3CCOCC3)c3c2CCCC3)cc1 | i | -0.84
c1cc2c(cc1C1CCCCC1)c1c3n2CCN=C3CCC1 | i | -0.45
O=c1cc(CN2CCOCC2)c2cc(Cl)c(O)cc2o1 | i | 2.25
Cc1nn(C)cc1CNC(=O)C1C2CCC(C2)C1C(=O)O (stereo unspecified) | i | 0.31
Cc1cc(C)c(O)c(NC(=S)NC(=O)Cc2ccccc2)c1 | i | 2.4
COC(=O)C1CC(=O)N(c2ccc(C)cc2)C1 (stereo unspecified) | i | 0.55

# (next part)
smiles | KCNQ2 inh | Kir21 block
COc1ccccc1NS(=O)(=O)c1cccc2cccnc12 | i | -0.69
COc1ccccc1CC(=O)Nc1ccc(C(=O)N2CCCCC2)cc1 | i | 1.74
CC1=C(C(=O)OC(C)C)C(/C=C/c2ccccc2)NC(=O)N1 (stereo unspecified) | i | 0.09
O=S(=O)(c1cccs1)N1CCN(Cc2ccccc2)CC1 | i | -0.08
O=C(Cn1ccc2ccccc2c1=O)NCCC(=O)N1CCN(c2cccc(Cl)c2)CC1 | i | 1.43
CCc1nnc(NS(=O)(=O)c2ccc(N/C=C\C(=O)c3ccc4ccccc4c3)cc2)s1 | i | 0.68
C/C(=C\C1CCCCC1)C(NC(=O)c1ccc(C(F)(F)F)cc1)c1ccc(-c2ccccc2)cc1 (stereo unspecified) | i | 1.97
C=CCn1c(CSc2nc3ccccc3s2)nnc1SCC(=O)NCc1ccccc1 | i | -5.22*
CCOC(=O)c1ccc(CC2SC(N)=NC2=O)cc1 (stereo unspecified) | i | 0.01
CN(CCOc1ccccc1)CC(=O)Nc1cc([N+](=O)[O-])ccc1Cl | i | -4.7*
CCOC(=O)NC(NCc1cccc(C(F)(F)F)c1)(C(F)(F)F)C(F)(F)F | i | -0.89
O=C(N/N=C/c1ccc(O)cc1)c1cc(-c2ccc3c(c2)OCO3)n[nH]1 | i | 1.17
COc1ccccc1C(=O)C1CCCN(C(=O)C2CCCC2)C1 (stereo unspecified) | i | 0.08
C=C1C(=O)O[C@@H]2[C@H]1CC[C@H](C)[C@]1(O)CCC(=O)[C@@]21C | i | -0.8
O=C(CCl)NCc1cc(-c2ccc(Cl)cc2)no1 | i | 0
O=C(OCN1C(=O)c2ccccc2C1=O)/C(=C\c1ccco1)NC(=O)c1ccccc1 | i | 1.77
CC(C)NC(=O)Cn1cnc2c1c(=O)n(C)c(=O)n2C | i | -0.66
CC1(c2ccc(OC(F)F)cc2)NC(=O)N(CC(=O)Nc2cccc(F)c2)C1=O (stereo unspecified) | i | -1.56
CCN(CC(=O)NC(C)C)C(=O)C(CCSC)NC(=O)c1ccccc1OC (stereo unspecified) | i | -1.28
COCCn1c(/C=C/c2ccccc2)nc2ccccc21 | i | 0
COc1cc2[nH]c(=S)nc(NCc3ccccc3)c2cc1OC | i | 0.02
O=C(CN1C(=O)S/C(=C\C=C\c2ccccc2)C1=O)N1CCCCC1 | i | -0.04
COc1ccccc1-c1nnc2n1N=C(C)CS2 | i | 0.71
COc1cc(OC)c(OC)cc1/C=N/NC(=S)NCC1CCCO1 (stereo unspecified) | i | -0.42
COc1ccccc1C1CCN(C(=O)c2ccco2)CC1 | i | 1.04
Cc1ccc(-c2noc(CN(C)C(=O)Nc3ccc(F)cc3)n2)cc1 | i | 1.22
CC(C)CNCC1OCc2ccccc2CO1 | i | 0.37
Cc1nc(C)c(C(=O)NNS(=O)(=O)c2ccc([N+](=O)[O-])cc2)s1 | i | 0.46
COCCNC(=O)CN(C(=O)Cn1nnc2ccccc21)c1cc(C)cc(C)c1 | i | -0.14
O=S(=O)(NCc1csc(-c2cccs2)n1)c1cccs1 | i | -2.28

# Compound profiles, from the list above.
# `COCCNC(=O)CN(C(=O)Cn1nnc2ccccc21)c1cc(C)cc(C)c1` is listed as KCNQ2 inh: i; Kir21 block: -0.14
# `O=C(OCN1C(=O)c2ccccc2C1=O)/C(=C\c1ccco1)NC(=O)c1ccccc1` is listed as KCNQ2 inh: i; Kir21 block: 1.77

# Looked up one by one from the entries so far, 5 records:
smiles | KCNQ2 inh | Kir21 block
O=S(=O)(NCc1csc(-c2cccs2)n1)c1cccs1 | i | -2.28
O=C(OCN1C(=O)c2ccccc2C1=O)/C(=C\c1ccco1)NC(=O)c1ccccc1 | i | 1.77
O=C(CN1C(=O)S/C(=C\C=C\c2ccccc2)C1=O)N1CCCCC1 | i | -0.04
CC1(c2ccc(OC(F)F)cc2)NC(=O)N(CC(=O)Nc2cccc(F)c2)C1=O (stereo unspecified) | i | -1.56
COCCn1c(/C=C/c2ccccc2)nc2ccccc21 | i | 0

# The results go on:
smiles | KCNQ2 inh | Kir21 block
Cc1onc(-c2ccccc2Cl)c1C(=O)N[C@@H](C)c1ccccc1 | i | -2.13
CCN(CC)C(=O)c1ccccc1NC(=O)CN1C(=O)c2ccccc2S1(=O)=O | i | 1.12
COc1ccc(NS(=O)(=O)c2cccc(C(=O)NNC(=O)CNC(=O)c3ccco3)c2)cc1 | i | -0.59
O=C(CN1C(=O)NC2(CCCCCC2)C1=O)NC1CC1 | i | -1.51
COc1ccc2c(c1)n([O-])c1c([n+]2=O)CCC1 | i | 0.95
CN(C)S(=O)(=O)N1CCC(n2nccc2NC(=O)CCCc2ccccc2)CC1 | i | 0.77
CCN(CC)S(=O)(=O)c1cccc(-c2nnc(SC(C)C(N)=O)n2CCc2ccccc2)c1 (stereo unspecified) | i | 0.5
CC(C)Cc1nnc(NC(=O)CCC(=O)N2CCOCC2)s1 | i | -1.32
CCCNC(=O)CN(CCc1ccccc1)S(C)(=O)=O | i | -0.01
CCN(C(=O)CSc1nnc(-c2cccs2)o1)C1CCS(=O)(=O)C1 (stereo unspecified) | i | 2.07
O=c1oc2ccccc2c(Nc2ccc3ncccc3c2)c1[N+](=O)[O-] | i | 0.47
CCC(C)C(NC(=O)C1CCC(C)CC1)C(=O)NC(CCSC)C(=O)OC (stereo unspecified) | i | -1.13
O=S(=O)(c1ccc(F)cc1)N1CCc2ccccc21 | i | -0.67
O=C(CSc1cn(Cc2ccccc2)c2ccccc12)NCc1ccc(F)cc1 | i | -1.56
CC1=NN(C(=O)c2ccc(Br)cc2)C(O)(C(F)(F)OC(F)(F)F)C1 (stereo unspecified) | i | -1.68
C[C@@H]1CCC[C@H](C)N1NC(=O)c1ccc(Cl)c(S(N)(=O)=O)c1 | i | 0
CCOC(=O)c1c(C)oc2ccc(O)cc12 | i | 0.16
CN(C)S(=O)(=O)c1ccc(N2CCCC2)c(C(=O)N2CCN(S(=O)(=O)c3ccccc3F)CC2)c1 | i | -0.45
CCOC(=O)c1sc(NC(=O)CCN2CCCCCC2)c(C(=O)OCC)c1C | i | -0.64
COc1cc(C(=O)Nc2nnc(CC(=O)NCc3ccccc3)s2)cc(OC)c1OC | i | -0.16
COc1ccc(NC(=O)C23CCC(C)(C(=O)O2)C3(C)C)cc1 (stereo unspecified) | i | 0.06
O=C(COC(=O)c1ccccc1C(=O)c1ccc(Cl)cc1)NCCc1ccccc1 | i | -2.17
CCOC(=O)N1CCN(c2c(NCCOC)c(=O)c2=O)CC1 | i | 0.28
COc1cc(C(c2c(C)[nH][nH]c2=O)c2c(C)[nH][nH]c2=O)ccc1OCc1ccc([N+](=O)[O-])cc1 | i | 0.81
COc1ccc(C(C)=O)cc1COC(=O)c1cc(=O)c2ccccc2o1 | i | -0.08
CC(=O)Nc1ccc(NC(=O)C(C)OC(=O)CCc2nc3ccccc3s2)cc1 (stereo unspecified) | i | 2.33
Cc1ccc2c(c1)N(CC(=O)N1CCN(C3CCCCC3)CC1)C(=O)CO2 | i | -0.71
O=S(=O)(Nc1nc2ccccc2s1)c1ccc(Cl)nc1 | i | 0
